Screening results from PubChem.
Gli-Sufu block – antagonists of Gli-Sufu signaling; Sufu-KO-LIGHT fibroblasts, Gli luciferase reporter luminescence; inhibition, % at 5 µM; hit rate 0.74% among 340,000; AID 588413;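 active = inhibition above about 55%, limit read from the data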;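 note: 0% = DMSO-treated cells and 100% = wells with medium but no cells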
CCR6 antag – antagonists of human CCR6 receptor; inhibition, % at 20 µM; hit rate 0.49% among 340,000; CHO-K1 CCR6 PathHunter beta-arrestin, luminescence, CCL20-stimulated; AID 493098; P51684;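 active = compounds whose inhibition of the agonist-driven luminescence signal at 20 µM reaches about 50%, limit read from the data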;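 note: cells stimulated with CCL20 at 14 nM final; plate controls were DMSO with CCL20 for no effect and DMSO without agonist for full effect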
EBI2 block – antagonists of human EBI2 receptor; P32249; EBI2 beta-arrestin recruitment, luminescence, 7a,25-OHC stimulated; inhibition, % at 5 µM; hit rate 0.81% among 360,000; AID 651636; in the data active = inhibition above about 38%;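 note: enzyme fragment complementation signal reports receptor beta-arrestin coupling in cells; 0% = agonist plus DMSO wells and 100% = wells without agonist; some results beyond the cut were filed as inactive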
CXCR6 block – CXCR6 (human) receptor inhibition; O00574; hit rate 0.36% among 360,000; CHO-K1 PathHunter CXCR6 beta-arrestin, luminescence; inhibition, % at 20 µM; in the data active = inhibition above about 34%, passing the limit was not always enough;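 note: antagonist mode with CXCL16 agonist at 10 nM final; 0% = 10 nM CXCL16 with DMSO and 100% = unstimulated wells without agonist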
ATG4B inhibitor – inhibitors of human ATG4B cysteine protease | ATG4B cleavage of LC3-PLA2, NBD-HPC fluorescence, 1 h | inhibition, % at 8.33 µM | hit rate 0.51% among 340,000; in the data active = inhibition above about 40%
Target sequence (Q9Y4P1 whole entry, looked up): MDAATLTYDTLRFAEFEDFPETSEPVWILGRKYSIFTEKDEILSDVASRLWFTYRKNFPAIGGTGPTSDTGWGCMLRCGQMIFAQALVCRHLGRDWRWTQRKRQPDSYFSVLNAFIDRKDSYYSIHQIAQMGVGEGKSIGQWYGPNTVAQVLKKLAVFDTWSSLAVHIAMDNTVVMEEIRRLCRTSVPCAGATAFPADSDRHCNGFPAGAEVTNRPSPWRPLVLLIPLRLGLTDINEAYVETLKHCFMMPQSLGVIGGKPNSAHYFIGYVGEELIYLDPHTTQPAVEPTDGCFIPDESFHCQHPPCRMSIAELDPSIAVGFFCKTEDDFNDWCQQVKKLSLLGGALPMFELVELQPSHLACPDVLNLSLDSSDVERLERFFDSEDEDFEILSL
APJ ag – agonists of human APJ apelin receptor; P35414; CHO-K1 APJ PathHunter beta-arrestin, luminescence; 0% DMSO wells, 100% apelin; activation, % at 20 µM; hit rate 0.11% among 330,000; AID 2520;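 active = activation more than six SD over the plate average, tested at 20 µM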;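 note: 0% = DMSO alone and 100% = apelin-13 at 10 nM; some results filed as inactive read as strong as hits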
Target sequence (P35414 whole entry, looked up): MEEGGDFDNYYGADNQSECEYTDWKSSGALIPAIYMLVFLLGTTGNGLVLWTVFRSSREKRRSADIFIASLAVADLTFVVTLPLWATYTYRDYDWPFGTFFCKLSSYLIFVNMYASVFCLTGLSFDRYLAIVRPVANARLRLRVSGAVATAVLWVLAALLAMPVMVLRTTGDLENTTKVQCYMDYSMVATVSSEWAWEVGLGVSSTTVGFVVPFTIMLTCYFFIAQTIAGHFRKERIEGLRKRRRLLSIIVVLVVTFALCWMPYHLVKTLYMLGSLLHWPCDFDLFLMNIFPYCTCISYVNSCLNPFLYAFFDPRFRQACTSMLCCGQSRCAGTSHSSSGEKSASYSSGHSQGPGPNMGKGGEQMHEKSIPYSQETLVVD
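Incubation: overnight seeding, 90 min compound at 25 °C, 1 h detection; test system: PathHunter CHO-K1 APJ (AGTRL-1) beta-arrestin reporter cells; amount: 1000 cells/well; doses: one dose, 20 µM compound, 1% DMSO; measured by: beta-gal luminescence; measure: agonist-driven arrestin binding to APJ; benchmarks: negative DMSO alone, positive Apelin-13 at 10 nM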
APJ antagonist – blocks the human apelin receptor APJ; P35414; CHO-K1 APJ beta-arrestin complementation, luminescence; inhibition, % at 20 µM; hit rate 0.32% among 330,000; AID 2521;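 active = inhibition above about 40% at 20 µM, limit read from the data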;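 note: cells challenged with 10 nM apelin-13 agonist together with compound; plate controls were apelin-13 plus DMSO wells for no effect and DMSO wells lacking apelin-13 for full effect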
UBC13 polyUb – inhibitors of human UBC13 polyubiquitin chain formation. TR-FRET. inhibition, % at 20 µM. hit rate 0.47% among 330,000. AID 485273; in the data active = inhibition above about 45%, passing the limit was not always enough
Target sequence (P61088 whole entry, looked up): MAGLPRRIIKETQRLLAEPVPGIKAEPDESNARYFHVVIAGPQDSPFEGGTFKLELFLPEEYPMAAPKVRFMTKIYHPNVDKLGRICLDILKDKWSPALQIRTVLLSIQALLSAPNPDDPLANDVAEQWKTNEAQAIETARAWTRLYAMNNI
Active calls of the source: *; / = not tested or not shown.

Every second line gives: Gli-Sufu block	CCR6 antag	EBI2 block	CXCR6 block	ATG4B inhibitor	APJ ag	APJ antagonist	UBC13 polyUb
> Cc1ccc(Nc2ncnc(-n3cccc3)n2)cc1Cl
 : -72	-3	-5	1	-15	0	9	-4
> COc1cccc(C(=O)Nc2sc3c(c2C#N)CCN(C(C)=O)C3)c1
 : 7	16	-3	0	-5	-7	-13	-11
> CC(=O)c1cccc(NS(=O)(=O)c2ccc(N/C=C/C(=O)c3ccc(F)cc3)cc2)c1
 : 33	6	-1	-10	-17	2	-1	2
> CN(C(=O)COC(=O)c1cccs1)c1c(N)n(Cc2ccccc2)c(=O)[nH]c1=O
 : -7	-4	2	-5	3	-1	9	-2
> CCCCN(CC)C(=O)c1cc2c(=O)[nH]c3ccc(C)cc3c2s1
 : 11	11	11	2	-1	2	14	12
> COCCCN1CC(=O)N2C(c3cccc(OC)c3OC)c3[nH]c4ccccc4c3C[C@H]2C1=O (stereo partly drawn)
 : -1	10	-1	9	-6	-4	8	6
> CC(C)(C)CNc1cc(N2CCOCC2)ccc1[N+](=O)[O-]
 : 0	17	6	1	-8	-2	4	-42
> CC1(C)C/C(=N\O)C(C(O)c2cccc([N+](=O)[O-])c2)C(C)(C)N1 (stereo not drawn)
 : -5	17	-4	-17	-4	-2	13	3
> O=C(NNC(=S)Nc1ccccc1)C1CC1
 : 2	8	-6	8	3	1	10	-1
> CN(C)CC1C2CCC(C2)C1O (stereo not drawn)
 : 4	2	-15	4	0	/	/	/
> CCCCCC(C)NC(=S)NC(=O)c1cc(S(=O)(=O)N2CCOCC2)ccc1C (stereo not drawn)
 : 16	27	4	2	-2	-4	17	6
> CN(C)c1ccc(-c2nnc(-c3ccc(S(=O)(=O)C(F)F)cc3)o2)cc1
 : -3	-2	5	8	-4	-4	-4	-10
> CCCCn1c(N)c(N(CCOC)C(=O)c2cc(S(=O)(=O)N3CCCCC3)ccc2Cl)c(=O)[nH]c1=O
 : -4	2	-9	-5	-5	-6	13	-2
> COC(=O)C(O)(CC(=O)Nc1cccc(SC)c1)C(F)(F)F (stereo not drawn)
 : 0	1	2	-5	-7	-3	17	0
> O=C(CN1CCN(S(=O)(=O)N2CCOCC2)CC1)Nc1ccc(Cl)c(Cl)c1
 : -7	9	3	1	-7	-3	-33	-5
> CCn1cc(/C=C/c2cc[n+](C)cc2)c2ccccc21
 : 58*	1	4	-5	-5	/	/	/
> O=C(COC(=O)c1nc(Cl)ccc1Cl)NCCc1ccccc1
 : -11	5	7	4	-2	0	-13	-4
> O=C(COC(=O)c1cnccn1)NCCc1ccccc1
 : 0	7	0	0	2	1	-6	0
> COc1ccc(CNC(=O)CCN2C(=O)c3ccccc3S2(=O)=O)cc1
 : -5	-7	0	-5	1	4	20	0
> CCOC(=O)CSC1=N/C(=C\c2cccnc2)C(=O)N1c1ccc(OC)cc1
 : -2	6	-2	-4	-7	-6	1	2
> CCOC(=O)c1cc2occc2n1CC(=O)NC1CCCCC1C (stereo not drawn)
 : 8	20	6	3	2	-3	-1	-6
> C=CCNC(=O)CN1C(=O)C2C3c4ccccc4C(c4ccccc43)C2C1=O (stereo not drawn)
 : 5	-3	-1	4	-6	-2	9	-1
> CCCCC(CC)CN1CN(CC(CC)CCCC)CC(C)(N)C1 (stereo not drawn)
 : -1	26	-3	-10	12	/	/	/
> COc1ccc(C(CNC(=O)c2cccc(NS(=O)(=O)c3ccc(C)c(F)c3)c2)N(C)C)cc1 (stereo not drawn)
 : -4	6	-1	-10	5	-2	21	13
> CCOc1ccc(OCc2ccc(C(=O)Nc3cccc(C)n3)o2)cc1
 : -52	-4	2	-3	2	2	-18	-7
> CC(=O)Nc1cc(C(=O)N2CCCC2)ccc1Sc1ccc(Cl)cc1
 : 0	-5	-9	-3	1	-3	17	6
> COc1ccc(-n2c(SC(C)C(=O)Nc3ncc(Cl)cc3Cl)nc3ccccc32)cc1 (stereo not drawn)
 : -37	3	12	8	-1	/	/	/
> COc1c(O)cnn(-c2ccccc2)c1=O
 : -2	-5	-11	0	-7	-1	-5	7
> CC(=O)NCc1ccc(C(=O)COC(=O)COc2ccc(Cl)c(C)c2)s1
 : -5	13	-3	-3	-9	-1	4	0
> COc1ccccc1C1=NOC(C)(c2sc(-c3ccccc3)nc2C)C1 (stereo not drawn)
 : -1	16	9	5	-10	-4	-13	6

Sorted by the number under EBI2 block (rising): three from the list above
Compound	CCR6 antag	EBI2 block	CXCR6 block	ATG4B inhibitor	APJ antagonist	UBC13 polyUb
COc1c(O)cnn(-c2ccccc2)c1=O	-5	-11	0	-7	-5	7
COc1ccc(C(CNC(=O)c2cccc(NS(=O)(=O)c3ccc(C)c(F)c3)c2)N(C)C)cc1 (stereo not drawn)	6	-1	-10	5	21	13
CCOc1ccc(OCc2ccc(C(=O)Nc3cccc(C)n3)o2)cc1	-4	2	-3	2	-18	-7

Next results:
Every second line gives: Gli-Sufu block	CCR6 antag	EBI2 block	CXCR6 block	ATG4B inhibitor	APJ ag	APJ antagonist	UBC13 polyUb
> CC(C)c1nc2sc3c(NCc4ccco4)ncnc3c2c2c1COC(C)(C)C2
 : /	11	21	3	/	1	12	11
> Cc1ccsc1/C=N/NC(=O)CSCc1ccc(Cl)cc1
 : -8	7	6	-33	2	-3	7	4
> Clc1ccc(Cn2ncc3c(NCc4cccnc4)ncnc32)cc1
 : -12	-1	-7	-6	-5	-2	0	12
> Cc1nc(N2CCCCC2C)c2c(C)c(C(=O)Nc3cccc(C(F)(F)F)c3)sc2n1 (stereo not drawn)
 : 7	9	76*	-3	-13	1	-6	39
> O=C1NC(=O)/C(=C/c2ccc(N3CCOCC3)o2)N1
 : 6	-1	-10	-11	4	-4	-16	-6
> CCOC(=O)c1ccc(N2C(=O)c3n[nH]c(C)c3C2c2cccnc2)cc1 (stereo not drawn)
 : -6	4	2	-2	-1	4	-6	1
> O=c1[nH]c2cc3c(cc2cc1C(c1nnnn1CC1CCCO1)N1CCCC1)OCO3 (stereo not drawn)
 : -8	3	0	-4	-7	2	-2	-9
> CCOC(=O)c1c(C)[nH]c(C)c1S(=O)(=O)N1CCN(c2ccc(F)cc2)CC1
 : 2	-2	-11	-4	-18	-2	-11	-7
> Cc1ccc(N/C=C(\C#N)c2ccc(OCCCF)cc2)cc1
 : -28	12	81*	3	1	0	-5	-18
> CC(C)(C)CC(=O)NC(=S)N1CCCCCC1
 : 5	7	-2	3	4	-4	12	7
> CN(C)CCC1c2ccc(Cl)cc2CCc2cccnc21 (stereo not drawn) (tested in a mixture with another compound)
 : 3	4	1	0	-4	-6	3	5
> Cc1ccc(S(=O)(=O)N2CCOCC2)cc1C(=O)NNC(=O)c1ccoc1C
 : 6	0	-8	6	5	-5	-11	-4
> CCOC(=O)C1CCN(CC(=O)Nc2ccc(OC)c(Cl)c2)CC1
 : 2	-7	11	-1	0	-1	0	-17
> CC(=O)Nc1ccc(NC(=O)C(Sc2ccccc2)c2ccccc2)cc1 (stereo not drawn)
 : -4	4	5	5	5	-3	-7	-4
> CSC1=N/C(=C/c2ccc(-n3cncn3)cc2)C(=O)N1
 : -21	6	-2	8	3	2	1	32
> CCOC(=O)c1cnc(-c2ccccc2)nc1Oc1ccc(OC)cc1
 : 21	9	15	-1	1	-3	12	6
> O=C(CSc1nnc(-c2ccccc2Br)o1)Nc1nncs1
 : 17	-6	0	-2	3	-1	2	-4
> CN1OC[C@@H]2CN(C(=O)CCc3ccccc3)[C@H](c3cccc(-c4ccccc4)c3)C[C@@H]21
 : -17	0	12	0	-3	/	/	/
> CN(C)Cc1cc(CCNC(=O)c2ccc(Cl)cc2)ccc1O
 : 10	-7	-1	-2	3	2	13	1
> CN(C)CCNC(=O)Cn1nc(C(F)F)cc1C1CC1
 : 1	-2	-4	2	4	-4	0	-1
> NC(N)=NS(=O)(=O)c1ccc(NC(=S)NC(=O)c2ccc3c(c2)OCO3)cc1
 : 3	18	-13	11	0	-1	5	5
> O=C(O)/C=C/C(=O)c1ccc2c(c1)NC(=O)CO2
 : 1	3	-8	0	-4	-1	3	-1
> COc1ccc(CNC(=O)Cc2c(C(=O)O)[nH]c3ccccc23)c(OC)c1
 : 6	13	-2	-6	-2	-4	-21	-7
> CCOC(=O)c1c(C)[nH]c(C)c1C(=O)CSc1nnc(-c2cc(OC)c(OC)c(OC)c2)o1
 : 11	-1	5	-15	-3	0	8	6
> CCOc1ccc(Cl)cc1S(=O)(=O)N1CCN(c2ccc(C)c(C)c2)CC1
 : 18	18	19	4	-5	-4	8	0
> Cc1cc(C)c(COCc2cc(/C=N/O)c(C)cc2C)cc1/C=N/O
 : 9	6	-12	-5	-4	7	-18	12
> NC(=O)CSc1nnc(-c2ccccc2)c(-c2ccccc2)n1
 : 8	7	4	-4	-2	-3	14	8
> COc1cc(C(=O)Nc2ccc(NC(=O)c3ccco3)nc2)cc(OC)c1OC
 : 3	12	-3	-14	-5	-1	0	4
> NS(=O)(=O)c1ccc(CCNC(=O)COC(=O)c2cc([N+](=O)[O-])ccc2N2CCOCC2)cc1
 : -6	11	-4	9	-3	2	-1	-6
> COc1ccc(O)c(C(=O)c2cnc3c(c2)c(=O)[nH]c(=O)n3C)c1
 : 57*	12	7	-6	-6	-3	-10	-19
> CNC(=O)CSc1nnc(-c2ccco2)n1-c1cccc(OC)c1
 : -6	8	-7	6	2	-1	-16	-2
> O=C1C=C(O)c2c(O)cc(O)c(O)c2C1=O
 : 10	34	0	10	0	-8	16	22
> COc1ccc(C2CC(c3cccs3)=NN2C(=O)c2ccccc2)cc1OC (stereo not drawn)
 : 2	16	8	6	-6	-3	-18	9
> CCOc1ccccc1C(=O)Nc1c[nH]c(=O)[nH]c1=O
 : 8	8	-1	-4	-4	-2	4	-3
> O=C(NC1CCCCC1)c1cccnc1C(=O)O
 : 14	-3	-9	1	4	-5	-6	7
> CCCC(=O)N/C(N)=N/c1nc(C)c2ccccc2n1
 : -3	8	-1	-9	-5	0	7	0

Structural class, the entries above with a Cl atom
Every second line gives: Gli-Sufu block	CCR6 antag	EBI2 block	CXCR6 block	ATG4B inhibitor	APJ ag	APJ antagonist	UBC13 polyUb
> Cc1ccc(Nc2ncnc(-n3cccc3)n2)cc1Cl
 : -72	-3	-5	1	-15	0	9	-4
> CCCCn1c(N)c(N(CCOC)C(=O)c2cc(S(=O)(=O)N3CCCCC3)ccc2Cl)c(=O)[nH]c1=O
 : -4	2	-9	-5	-5	-6	13	-2
> O=C(CN1CCN(S(=O)(=O)N2CCOCC2)CC1)Nc1ccc(Cl)c(Cl)c1
 : -7	9	3	1	-7	-3	-33	-5
> O=C(COC(=O)c1nc(Cl)ccc1Cl)NCCc1ccccc1
 : -11	5	7	4	-2	0	-13	-4
> CC(=O)Nc1cc(C(=O)N2CCCC2)ccc1Sc1ccc(Cl)cc1
 : 0	-5	-9	-3	1	-3	17	6
> COc1ccc(-n2c(SC(C)C(=O)Nc3ncc(Cl)cc3Cl)nc3ccccc32)cc1 (stereo not drawn)
 : -37	3	12	8	-1	/	/	/
> CC(=O)NCc1ccc(C(=O)COC(=O)COc2ccc(Cl)c(C)c2)s1
 : -5	13	-3	-3	-9	-1	4	0
> Cc1ccsc1/C=N/NC(=O)CSCc1ccc(Cl)cc1
 : -8	7	6	-33	2	-3	7	4
> Clc1ccc(Cn2ncc3c(NCc4cccnc4)ncnc32)cc1
 : -12	-1	-7	-6	-5	-2	0	12
> CN(C)CCC1c2ccc(Cl)cc2CCc2cccnc21 (stereo not drawn) (tested in a mixture with another compound)
 : 3	4	1	0	-4	-6	3	5
> CCOC(=O)C1CCN(CC(=O)Nc2ccc(OC)c(Cl)c2)CC1
 : 2	-7	11	-1	0	-1	0	-17
> CN(C)Cc1cc(CCNC(=O)c2ccc(Cl)cc2)ccc1O
 : 10	-7	-1	-2	3	2	13	1
> CCOc1ccc(Cl)cc1S(=O)(=O)N1CCN(c2ccc(C)c(C)c2)CC1
 : 18	18	19	4	-5	-4	8	0
